GRK2 inh: blocks RNA aptamer binding to human GRK2 | inhibition of aptamer binding, % at 10 µM | hit rate 0.59% among 330,000 | bead flow cytometry, FAM-aptamer displacement from GRK2 | P25098 | AID 488847;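 active = inhibition of aptamer binding above 40%, roughly 3 SD of noise, on plates passing a quality check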;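 note: median bead fluorescence of bound FAM aptamer so fluorescent compounds give negative values; no value below 0 was filed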
Target sequence (P25098 whole entry, looked up): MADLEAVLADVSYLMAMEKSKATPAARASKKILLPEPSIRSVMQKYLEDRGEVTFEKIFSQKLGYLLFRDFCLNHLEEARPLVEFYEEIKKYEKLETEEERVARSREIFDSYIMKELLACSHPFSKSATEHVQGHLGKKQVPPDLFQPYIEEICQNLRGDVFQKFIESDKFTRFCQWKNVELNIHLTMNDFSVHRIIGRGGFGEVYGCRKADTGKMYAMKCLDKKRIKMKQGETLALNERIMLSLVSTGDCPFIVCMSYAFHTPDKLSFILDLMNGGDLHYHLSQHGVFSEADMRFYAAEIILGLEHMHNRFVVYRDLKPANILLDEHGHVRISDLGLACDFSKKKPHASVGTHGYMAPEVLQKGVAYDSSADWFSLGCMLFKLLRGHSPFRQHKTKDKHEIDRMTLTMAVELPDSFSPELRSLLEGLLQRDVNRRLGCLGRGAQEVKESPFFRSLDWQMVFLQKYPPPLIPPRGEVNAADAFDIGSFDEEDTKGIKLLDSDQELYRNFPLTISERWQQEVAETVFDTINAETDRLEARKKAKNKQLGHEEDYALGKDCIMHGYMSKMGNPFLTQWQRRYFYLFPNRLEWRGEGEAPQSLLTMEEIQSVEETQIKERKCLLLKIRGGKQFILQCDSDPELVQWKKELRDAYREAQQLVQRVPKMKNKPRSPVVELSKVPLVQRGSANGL
MEP2 TOR yeast: yeast TOR pathway MEP2-GFP modulation; S. cerevisiae MEP2-GFP strain, flow cytometry GFP, 3 h; 100% = DMSO control level; AID 2016; GFP response vs DMSO, % at 10 µM; hit rate 0.51% among 330,000;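 active = GFP response versus DMSO above a set limit, roughly screen mean plus 3 SD, cut at about 180% in these data; inconclusive = fewer than 70 cells counted for a yeast strain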;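 note: median GFP fluorescence of the barcode-gated MEP2-GFP cells per well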
CIT2-GFP yeast: yeast TOR pathway CIT2-GFP modulation | S. cerevisiae CIT2-GFP strain, flow cytometry, 3 h; 100 means same as DMSO wells | GFP response vs DMSO, % at 10 µM | hit rate 0.065% among 320,000 | AID 2029;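 active = GFP response relative to DMSO above a set limit, near the screen mean plus 3 SD, cut at about 150% in these data; inconclusive = Fewer than 70 cells measured for a yeast strain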;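 note: ratio of well median GFP fluorescence to mean of DMSO wells on the plate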
LAP4 TOR yeast: yeast TOR pathway LAP4-GFP modulation. S. cerevisiae LAP4-GFP multiplex, flow cytometry GFP, 3 h; median GFP as percent of DMSO wells. GFP response vs DMSO, % at 10 µM. hit rate 0.34% among 320,000. AID 2023;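 active = GFP response vs DMSO above a set limit, about the screen mean plus 3 SD, cut at about 150% in these data; inconclusive = under 70 cell events counted for the yeast strain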
RPL19A TOR yeast: alters RPL19A-GFP fluorescence in TOR pathway yeast screen; percent response vs DMSO, % at 10 µM; AID 2025; S. cerevisiae RPL19A-GFP strain, flow cytometry, 3 h; hits give low values; hit rate 0.3% among 330,000;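 active = percent response vs DMSO below 50%; inconclusive = fewer than 70 events counted for the yeast strain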;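 note: median channel GFP fluorescence of the barcoded RPL19A-GFP strain; ratio of sample median GFP to plate DMSO average so 100% = DMSO; lower means less RPL19A-GFP as with rapamycin TOR inhibition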
CR mimetic SO: caloric restriction mimetics inhibiting age-related superoxide in yeast | S. cerevisiae aged cells, superoxide DHE fluorescence; hits give low values | superoxide response (% of plate mean), % at 10 µM | hit rate 0.18% among 330,000 | AID 2690;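 active = superoxide response under a set limit, about three screen SD below normal, cut at about 65% in these data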;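 note: yeast aged for seven days with compound at 30 °C before DHE staining; 100% = average MFI of all compound-treated wells on the plate with controls excluded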
VLA-4 inh: inhibition in a human VLA-4 binding assay. VLA-4 expressing cells, ligand binding flow cytometry. hit rate 0.2% among 330,000. P13612. inhibition, % (about 7 µM as worked out from the volumes in the protocol). AID 2557; in the data active = inhibition above about 50%
AGP1 TOR yeast: yeast TOR pathway AGP1-GFP modulation; S. cerevisiae AGP1-GFP multiplex flow cytometry, 3 h; GFP as percent of DMSO wells; GFP response vs DMSO, % at 10 µM; hit rate 0.02% among 320,000; AID 2066;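 active = GFP response relative to DMSO above a set limit, near screen average plus 3 SD, cut at about 150% in these data; inconclusive = fewer than 70 cells counted for the yeast strain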;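 note: median GFP channel fluorescence of the gated AGP1 strain per well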
Active calls of the source: *; ? = inconclusive; . = no result given; [ ] = dose if it differs, or a comment.

SMILES	GRK2 inh	MEP2 TOR yeast	CIT2-GFP yeast	LAP4 TOR yeast	RPL19A TOR yeast	CR mimetic SO	VLA-4 inh	AGP1 TOR yeast
CCN1CCCC1CN(Cc1cc2c(C)cc(C)cc2[nH]c1=O)C(=O)NC1CCCCC1 (stereo not drawn)	0	105	102	100	100	103	12	.
Cc1ccc(S(=O)(=O)NCCN(CCNS(=O)(=O)c2ccc(C)cc2)S(C)(=O)=O)cc1	4	97	95	91	95	110	7	96
Cc1csc(C(=O)O)c1NC(=O)c1cccc([N+](=O)[O-])c1	2	101	99	113	101	108	26	102
Cc1ccc(OCc2nc(-c3cccs3)no2)c([N+](=O)[O-])c1	0	108	100	109	107	102	4	104
Cn1c(=O)c2c(ncn2CC(=O)OCCCC(=O)c2ccc(Br)cc2)n(C)c1=O	0	110	125	95	102	102	-3	105
CC1CN(Cc2cc(=O)[nH]c(C(C)C)n2)CC(C)O1 (stereo not drawn)	0	102	96	96	95	108	2	102
COCCNC(=S)N1CCC(c2nc(-c3ccc(N(C)C)cc3)no2)CC1	0	96	99	84	104	76	6	97
CC1CN(C(=O)COC(=O)[C@@H]2CC(O)CN2S(=O)(=O)c2ccc3c(c2)OCCO3)CC(C)O1 (stereo partly drawn)	1	113	94	111	84	86	7	95
O=C(c1c(Cl)nc2sccn12)N1CCN(c2cccc(Cl)c2)CC1	1	108	105	108	95	104	3	.
c1cncc(-c2nn3c(Cn4nnc5ccccc54)nnc3s2)c1	0	101	95	109	96	119	6	103
N/C(=N\OC(=O)Cc1ccccc1)c1ccccn1	1	106	106	109	102	96	15	106
COc1ccc(CNC(=O)COC(=O)c2ccc(Br)c(S(=O)(=O)N3CCOCC3)c2)cc1	0	105	98	101	101	85	-1	102
c1ccc(-c2ncnc3cc4n(c23)CCC4)cc1	1	100	96	99	101	99	61*	100
COc1ccc(C(C(=O)NCC2CCCO2)N(C(=O)CNC(=O)c2cccs2)c2ccc(C)cc2)cc1OC (stereo not drawn)	1	102	110	96	102	85	0	101
CC(Oc1cccc(Br)c1)C(=O)Nc1cccc(S(=O)(=O)N2CCOCC2)c1 (stereo not drawn)	0	105	96	108	99	93	25	101
CCc1nnc(SC(C)C(=O)Nc2nccs2)n1C (stereo not drawn)	3	103	100	70	103	101	12	95
CCN(CCNC(=O)Nc1ccc(Cl)cc1)c1ccccc1	0	98	86	111	94	97	5	87
CCN(CC)S(=O)(=O)c1cccc(NC(=O)CNc2cccc(S(=O)(=O)N3CCCC3)c2)c1	2	108	104	99	100	101	20	97
CCOc1ccc(C(=O)NCC2OCCc3ccccc32)cc1 (stereo not drawn)	3	96	94	94	93	91	0	88
Cc1ccccc1OCCNc1cc(N2CC(C)NC(C)C2)ccc1[N+](=O)[O-] (stereo not drawn)	0	100	98	94	93	99	10	98
Cc1sc2nc(SCC(=O)N3CCCC3)[nH]c(=O)c2c1C	1	92	101	94	97	98	31	101
COc1ccc(NC(=O)c2cc3n(n2)C(C(F)(F)F)CC(c2ccc4c(c2)OCO4)N3)cc1OC (stereo not drawn)	0	104	100	107	101	97	-2	108
C[C@H]1CN([C@@H](C)CO)C(=O)Cc2cc(NS(C)(=O)=O)ccc2O[C@@H]1CN(C)Cc1ccc(Cl)c(Cl)c1	1	98	101	102	101	98	2	102
Cc1cc(C)cc(NC(=O)CSc2nnc(Cc3cccn3C)n2-c2ccc(F)cc2)c1	0	105	92	99	99	103	-12	100
O=C(Nc1ccc2[nH]ncc2c1)c1ccccc1	0	108	106	92	104	98	4	99
S=c1[nH]ncn1/N=C/c1ccccc1	0	99	91	94	.	101	44	90
COc1ccc(C2C(C(C)=O)=C(O)C(=O)N2c2ccc(C)cc2)cc1 (stereo not drawn)	0	108	94	107	102	105	9	92
O=C(c1cccc(S(=O)(=O)Nc2ccc(F)cc2)c1)N1CCOCC1	1	107	100	104	101	102	11	104
CC(/C=N/NC(=O)c1ccncc1)=C\c1ccc(C(C)C)cc1	0	92	90	98	89	93	3	93
CN(C)C(=O)c1ccc(NC(=O)c2cc(-n3cnnc3)ccc2Cl)cc1	2	102	102	91	98	106	0	94
O=c1nc(SCc2cccc(C(F)(F)F)c2)nc2ccccn12	0	101	84	94	97	113	6	96
Cc1ccccc1CS(=O)(=O)CCC(=O)NCCN1CCN(c2cccc(Cl)c2)CC1	0	97	96	111	101	106	18	102
C/C(CC(=O)NC(C)c1ccccc1)=N\NC(N)=S (stereo not drawn)	0	101	102	110	100	105	-2	113
CCOC(=O)C(=CNc1ccc(-c2ccco2)c(Cl)c1)C(=O)OCC	0	94	98	112	94	90	-6	98
COc1cc(NC(=O)C2CC(c3ccccc3O)=NO2)c(OC)cc1Cl (stereo not drawn)	.	108	118	89	105	107	0	97
N#CN=C1SCCS1	2	92	90	93	98	99	15	100
Cc1ccc(C)n1-c1nn(S(=O)(=O)c2ccccc2)c2cccc(F)c12	2	98	85	100	97	97	1	95
O/N=C(\Cc1cscn1)c1ccc(O)cc1O	3	103	107	92	98	79	-5	106
Oc1ccc[n+](CCCCC[n+]2cccc(O)c2)c1	0	107	105	111	101	100	9	108
COC(=O)c1c(NC(=O)CN2CCC(C(N)=O)CC2)c2c(C)cccc2n1C	0	107	99	94	99	87	-12	107

Three structures from above, sorted by number of heavy atoms, rising.
SMILES	GRK2 inh	MEP2 TOR yeast	CIT2-GFP yeast	LAP4 TOR yeast	RPL19A TOR yeast	CR mimetic SO	VLA-4 inh	AGP1 TOR yeast
Cc1csc(C(=O)O)c1NC(=O)c1cccc([N+](=O)[O-])c1	2	101	99	113	101	108	26	102
O=C(c1c(Cl)nc2sccn12)N1CCN(c2cccc(Cl)c2)CC1	1	108	105	108	95	104	3	.
COCCNC(=S)N1CCC(c2nc(-c3ccc(N(C)C)cc3)no2)CC1	0	96	99	84	104	76	6	97

Filtered by structure: the compounds so far containing an aryl thioether with sulfur outside any ring
SMILES	GRK2 inh	MEP2 TOR yeast	CIT2-GFP yeast	LAP4 TOR yeast	RPL19A TOR yeast	CR mimetic SO	VLA-4 inh	AGP1 TOR yeast
CCc1nnc(SC(C)C(=O)Nc2nccs2)n1C (stereo not drawn)	3	103	100	70	103	101	12	95
Cc1sc2nc(SCC(=O)N3CCCC3)[nH]c(=O)c2c1C	1	92	101	94	97	98	31	101
Cc1cc(C)cc(NC(=O)CSc2nnc(Cc3cccn3C)n2-c2ccc(F)cc2)c1	0	105	92	99	99	103	-12	100
O=c1nc(SCc2cccc(C(F)(F)F)c2)nc2ccccn12	0	101	84	94	97	113	6	96

Continued.
SMILES	GRK2 inh	MEP2 TOR yeast	CIT2-GFP yeast	LAP4 TOR yeast	RPL19A TOR yeast	CR mimetic SO	VLA-4 inh	AGP1 TOR yeast
CCOc1ccccc1-c1nc(-c2cccc(Br)c2)no1	0	106	109	108	102	96	-7	105
Cc1ccc(NC(=O)CN(C)C(=O)COC(=O)CCS(=O)(=O)c2ccc(C)cc2)cc1	3	105	96	113	101	99	10	102
OCCN=C1CCCc2c1[nH]c1ccc(Br)cc21	2	109	105	109	97	108	-5	101
NC(=O)CC(NC(=O)c1cccc(Br)c1)c1ccc(NCC2CC2)c([N+](=O)[O-])c1 (stereo not drawn)	0	91	91	107	101	99	0	90
CN1CCN(c2nc3c(c(=O)n(C)c(=O)n3C)n2Cc2cccc(Br)c2)CC1	0	105	94	101	97	96	2	99
CCn1c(CCCNC(=O)c2cccs2)nc2ccccc21	2	95	92	102	90	104	4	92
COc1cccc(C2CC(c3ccc(Cl)cc3)n3nc(N)nc3N2)c1 (stereo not drawn)	0	110	105	107	108	83	1	112
Cc1ccc(C)c(NC(=O)CN(C)C(=O)c2ccc3c(=O)n4c(nc3c2)CCC4)c1	2	111	102	103	101	92	-5	109
CCC(=O)N1CCN(c2cc(NCC3CCCO3)c(F)cc2[N+](=O)[O-])CC1 (stereo not drawn)	0	110	108	98	102	94	8	105
O=C(C1=C[C@H](c2ccc3c(c2)OCO3)C[C@H](OCc2ccc(CO)cc2)O1)N1CCOCC1	0	90	106	126	94	116	24	90
O=C(Nc1ccccc1F)C1CCCN(S(=O)(=O)c2ccc(-n3cnnn3)cc2)C1 (stereo not drawn)	0	109	109	92	110	105	-9	105
CN1C2=C(C#N)C(c3ccccc3)(C(F)(F)F)NC(=O)N2c2ccccc21 (stereo not drawn)	29	108	98	104	100	102	5	106
CCn1c(SCC(=O)Nc2ccc(OCc3ccccc3)cc2)nnc1-c1ccco1	4	101	91	94	93	102	-3	90
COc1ccc(C(=O)N2CCN(C(=O)C3CCCO3)CC2)cc1[N+](=O)[O-] (stereo not drawn)	0	101	101	100	101	106	6	101
CC(OC(=O)CN1C(=O)c2ccccc2C1=O)C(=O)c1ccccc1 (stereo not drawn)	2	102	91	100	98	99	4	100
O=C(c1cncc(Br)c1)N1CCN(S(=O)(=O)c2ccccc2)CC1	1	234*[may fluoresce violet]	?	75[may fluoresce violet]	56[may fluoresce violet]	101	-4	?
C=CCC1(CC=C)CCCN1C(=O)C1CCC(=O)N(CCc2ccc(Cl)cc2)C1 (stereo not drawn)	0	109	114	101	107	113	-16	95
O=C(CC1(O)C(=O)c2ccccc2C1=O)c1ccccc1	0	100	100	91	98	98	1	98
C/C(=N\NC(=O)c1cccc(S(=O)(=O)Nc2cccc(Cl)c2)c1)c1cccs1	3	99	101	92	104	98	4	102
COc1cc(C(c2c(C)[nH][nH]c2=O)c2c(C)[nH][nH]c2=O)cc(Br)c1OC	1	99	91	103	100	96	12	95

Some entries already given with just AGP1 TOR yeast, GRK2 inh and CIT2-GFP yeast:
Structure | AGP1 TOR yeast | GRK2 inh | CIT2-GFP yeast
O=C(c1cncc(Br)c1)N1CCN(S(=O)(=O)c2ccccc2)CC1 | ? | 1 | ?
CC(OC(=O)CN1C(=O)c2ccccc2C1=O)C(=O)c1ccccc1 (stereo not drawn) | 100 | 2 | 91
O=C(C1=C[C@H](c2ccc3c(c2)OCO3)C[C@H](OCc2ccc(CO)cc2)O1)N1CCOCC1 | 90 | 0 | 106
COc1ccc(C(=O)N2CCN(C(=O)C3CCCO3)CC2)cc1[N+](=O)[O-] (stereo not drawn) | 101 | 0 | 101

(list continues)
SMILES	GRK2 inh	MEP2 TOR yeast	CIT2-GFP yeast	LAP4 TOR yeast	RPL19A TOR yeast	CR mimetic SO	VLA-4 inh	AGP1 TOR yeast
C/C(CC(=O)Nc1ccc(Cl)c(Cl)c1)=N\NC(=O)Cc1ccccc1	1	128	83	108	109	108	7	99
COc1ccc(CN(CC(=O)NCCc2ccccc2)C(=O)CCC(=O)Nc2ccccn2)cc1	2	102	108	97	104	93	2	100
CCCC(NS(=O)(=O)c1ccc(-c2ccc(=O)[nH]n2)s1)c1cccs1 (stereo not drawn)	0	103	95	98	95	93	7	99
CCc1ccc2oc(C(=O)Nc3nonc3CC)c(C)c2c1	0	104	109	95	101	117	-4	103
COc1cc(-c2nc(Cc3c(F)cccc3Cl)no2)cc(OC)c1OC	1	111	111	104	.	84	6	112

Compound activity: PubChem, NMMLSC

Hits appear at their usual frequency. About 1.7% of those tested had a hit in this group.
